# Source: PubChem BioAssay (National Center for Advancing Translational Sciences (NCATS))
# Pf growth 96h: P. falciparum growth inhibition at 96 hours. hit rate 6.9% among 320,000. Potency, µM (highest dose often 28.7 µM), inactives show top-dose activity change, negative = inhibition, actives largely listed as inhibitors. P. falciparum luciferase reporter growth, 96 h; also: potency is read from the fitted curve at half-maximal effect; % is scaled to controls: 0 for no effect and ±100 for the full control effect
#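 Two-generation exposure (96 h) targets delayed-death phenotype. Reporter parasites carrying integrated firefly luciferase, in red cells at 2% hematocrit and 0.05% parasitemia final, kept at 37 C, 5% CO2; luminescence loss indicates inhibition.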
# Cycloheximide cs: counter-screen for Shiga toxin inhibitors: cycloheximide protein synthesis inhibition. hit rate 12% among 300,000. cell reporter, cycloheximide protein synthesis inhibition counterscreen. AID 2314. max response, %; in the data active = max response mostly above about 13%, no sharp cut-off; inactive = mostly below about 14%; also: read at 38.3 µM for the half of the compounds with a filed dose; 0% is about no effect
# TbPYK inhibitor: blocks Trypanosoma brucei pyruvate kinase; AID 624173; Q57TT1; TbPYK enzyme, Kinase-Glo Plus ATP luminescence, 45 min; Potency, µM (doses to about 76.8 µM), inactives show at the top dose activity, negative = inhibition, most hits filed as inhibitors; hit rate 0.12% among 410,000; also: potency is read from the fitted curve at half-maximal effect; % is scaled to controls: 0 for no effect and ±100 for the full control effect; nearly all actives have a fitted effect of over 50% in size
#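 Assay buffer: 50 mM TEA pH 7.2, 100 mM KCl, 10 mM MgCl2, 0.05% BSA, 0.01% Tween-20. Pyruvate kinase from T. brucei plus substrate met compound, then ADP (130 uM final). Luminescence was read post 45 min RT.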
# Shiga toxin inh: inhibitors of Shiga toxin in Vero cells; Vero cells, Shiga toxin protein synthesis inhibition reporter; hit rate 9.2% among 290,000; inhibition, % at 38.7 µM; in the data active = inhibition mostly above about 28%, no sharp cut-off; inactive = mostly below about 43%; also: 0% is about no effect
# LmPK inhibitor: blocks Leishmania mexicana pyruvate kinase activity; Q27686; purified LmPK, Kinase-Glo ATP luminescence, 1 h; Potency, µM (top dose mostly 57.5 µM), without a hit: top-dose activity change, negative = inhibition, most hits filed as inhibitors; hit rate 0.37% among 290,000; AID 1721; also: potency is read from the fitted curve at half-maximal effect; % is scaled to controls: 0 for no effect and ±100 for the full control effect
# Target sequence (Q27686 whole entry, looked up): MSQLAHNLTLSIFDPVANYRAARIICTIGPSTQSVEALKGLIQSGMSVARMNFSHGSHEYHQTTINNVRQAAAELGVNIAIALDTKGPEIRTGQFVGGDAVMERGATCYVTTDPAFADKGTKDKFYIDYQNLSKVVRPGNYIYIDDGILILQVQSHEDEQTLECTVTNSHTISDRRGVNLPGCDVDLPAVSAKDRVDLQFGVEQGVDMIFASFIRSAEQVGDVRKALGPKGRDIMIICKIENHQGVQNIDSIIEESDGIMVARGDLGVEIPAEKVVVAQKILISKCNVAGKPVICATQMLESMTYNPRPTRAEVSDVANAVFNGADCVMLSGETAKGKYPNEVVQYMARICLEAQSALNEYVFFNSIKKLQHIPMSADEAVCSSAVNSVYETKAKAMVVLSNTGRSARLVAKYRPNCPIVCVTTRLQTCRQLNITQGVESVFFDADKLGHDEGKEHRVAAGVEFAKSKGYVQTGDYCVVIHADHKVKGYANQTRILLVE
#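 Purified LmPK (0.1 nM) with 0.5 mM PEP and 0.1 mM ADP in imidazole buffer pH 7.2 with MgCl2/KCl, 1 h at room temperature. ATP formed was read by luciferase luminescence and normalized to no-enzyme and uninhibited controls.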
# Pf growth 48h: inhibits P. falciparum growth in the first generation, 48 h. AID 504832. P. falciparum luciferase growth in erythrocytes, 48 h. Potency, µM (doses to about 28.7 µM), inactives show at the highest dose activity change, negative = inhibition, usual class: inhibitors. hit rate 5.9% among 310,000; also: potency is read from the fitted curve at half-maximal effect; % is scaled to controls: 0 for no effect and ±100 for the full control effect
#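 Firefly luciferase activity from engineered P. falciparum reports growth; inhibitors lower the luminescent signal. Cultures contained 2% hematocrit erythrocytes at 0.1% final parasitemia.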
# AMA1-RON2 inh: inhibitors of Plasmodium falciparum AMA1-RON2 interaction. hit rate 0.2% among 360,000. AlphaScreen AMA1-biotinylated RON2 peptide binding. Potency, µM (series often up to 58.2 µM), without a hit: at the top dose activity change, negative = inhibition, most hits filed as inhibitors;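 also: potency is read from the fitted curve at half-maximal effect; 0% = vehicle wells and -100% = peptide control; nearly all actives have a fitted effect of over 45% in size; some results filed as inactive show a strong effect at the top dose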
#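 AMA1 (3D7) with his tag at 25 nM final met compounds first, then biotinylated RON2 peptide at 25 nM; detection used donor plus acceptor beads, 10 µg/mL apiece, read by AlphaScreen after 30 min at room temperature.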
# Numbers without * were called inactive; ? = inconclusive; · = not tested or not shown; & = joins results of further samples; [ ] = another dose, or the depositor's remark. Unless noted, calls follow the shape of the dose curve; as a rule, active = well fitted curve in the direction sought with a large enough effect; inconclusive = small, poorly fitted or top-dose-only effect, or another doubt; inactive = no such curve, though single readings can be large; an effect the other way counts as inactive or inconclusive. Compounds were not picked by outcome (roughly 21% active in at least one column).
mol,Pf growth 96h,Cycloheximide cs,TbPYK inhibitor,Shiga toxin inh,LmPK inhibitor,Pf growth 48h,AMA1-RON2 inh
O=C(O)c1ccc(CN2CCOCC2)o1,·,1,-2%,-7,11%,2%,-8%
COc1cccc(CN2CCNC(=O)C2CC(=O)N(Cc2cnn(C)c2)C(C)C)c1 (centres undefined),7%,-2,2%,-8,8%,8%,27%
Cc1ccc(S(=O)(=O)N2CCOCC2)cc1NC(=O)CSc1n[nH]c(N)n1,-7%,-1,-4%,-6,4%,-19%,1%
CC(NC(=O)c1cc(=O)[nH]c2ccccc12)c1ccccc1 (centres undefined),7%,-3,3%,3,2%,-1%,-2%
Cc1nnc(N2CCCCC2)c2ccccc12,47%[activator],2,4%,-9,9%,4%,-2%
O=C(NCCCN1CCCC1)c1cc2c(Cl)nc3ccccc3c2s1,5.9µM*,-5,-2%,10,-6%,?,0%
CC(Oc1cc2oc(=O)c3c(c2cc1Cl)CCCC3)C(=O)NCc1cccnc1 (centres undefined),-20%,0,5%,-5,7%,9%,-7%
COC(=O)C(C)n1cnc2c(nnn2Cc2ccc(Cl)cc2)c1=O (centres undefined),?,13,4%,-21,1%,?,21%
CCC(C)N1C(=O)S/C(=C/c2ccc3c(c2)n(C)c(=O)n3C)C1=O (centres undefined),-30%,30*,3%,69,9%,-15%,-23%
CCc1ccc(C(=O)CSc2nc3ccccc3c(=O)[nH]2)cc1,10µM*,14*,2%,30,11%,·,-7%
COc1ccc(CNC(=O)N2CCN(c3ccccc3OC)CC2)cc1,11%,-1,6%,-12,1%,26%,-13%
NNc1nc(-c2ccccc2Cl)c2cc(Br)ccc2n1,?,4,0%,·,-5%,-48%,62%[activator]
Cc1ccc(S(=O)(=O)N2CCN(c3cnn(-c4ccccc4)c(=O)c3Cl)CC2)cc1,7%,-3,5%,-6,3%,14%,5%
CCOP(=O)(OCC)C(NC(=O)Cc1ccccc1)C(Cl)(Cl)Cl (centres undefined),12%,-3,4%,-4,4%,-26%,12%
COc1ccc([C@H]2CC(=O)C=C(c3ccc(CNC(=O)OC(C)(C)C)cc3)C2)cc1,5.9µM*,·,3%,·,·,12µM*,-11%
CC(C)(C)C(=O)[C@@H]1[C@@H]2C(=O)N(c3ccc4c(c3)OCCO4)C(=O)[C@@H]2C2c3ccccc3C=CN21 (some centres undefined),-3%,16*,-26%,21,-3%,?,-12%
Nc1cc[n+](CC(=O)c2ccccc2)cc1,-13%,-1,-8%,-4,-2%,?,5%
COC(=O)c1ccc(NC(=O)CCN2CCCCC2)cc1,1.5µM*,2&14,4%&-1%,24&-8,-2%&-1%,-10%&-2%,-18%&-2%
CN(C)C(/C=C/Nc1ccc([N+](=O)[O-])cc1)=C(C#N)C#N,36%[activator],-8,1%,-6,0%,21%,-3%
C=CCOc1cccc(C2/C(=C(/O)c3ccc(F)cc3)C(=O)C(=O)N2CCN2CCOCC2)c1 (centres undefined),?,1,6%,-18,0%,41%[activator],12%
COc1cccc(NC(=O)CN(C)C(C)C(=O)Nc2ccc(S(=O)(=O)N3CCOCC3)cc2)c1 (centres undefined),4.7µM*,5,10%,-16,6%,5.2µM*,49%[activator]
Cc1ccc(S(=O)(=O)C2(C(=O)Nc3cccc(F)c3)CC2)cc1,-7%,5,0%,14,-1%,5%,6%
COc1cc(C2C(C#N)=C(N)N(Nc3ccccc3)C3=C2C(=O)CC(C)(C)C3)ccc1OCc1cccc(F)c1 (centres undefined),?,-2,-6%,17,3%,?,10%
COc1ccc(N2CCN(C(=O)CSc3nnc4n3C(C)(C)Cc3ccccc3-4)CC2)cc1,?,7,1%,33,-3%,12µM*,-2%
CCOc1ccc(NC(=O)CNC(=O)c2cccs2)cc1,0%,13,0%,42,-1%,31%[activator],2%
Cc1sc(NC(=O)C(C)C)c(C(=O)Nc2ccccc2)c1C,-26%,-1,-7%,11,6%,6%,-10%
Cc1ccc(S(=O)(=O)n2cc(-c3ccccc3)c3ccccc32)cc1,?,·,0%,·,·,2.6µM*,6%
CC(=O)c1cc2c(cc1NS(=O)(=O)c1ccccc1C)OCO2,15%,-1,·,17,7%,-3%,·
Cc1ccc(NC(=O)c2ccc3snnc3c2)cc1,12%,18*,-3%,29,-4%,-2%,0%
Cc1ccc(-c2nn(CC(=O)N3CCOCC3)c(=O)c3ccccc23)cc1S(=O)(=O)N(C)C,-26%,-3,4%,-7,0%,?,2%
COc1c(C)cc(NC(=O)c2ccc3c(c2)NC(=O)CO3)cc1C,?,5,0%,-15,-10%,?,3%
Nc1nonc1-n1nnc(C(=O)N/N=C/c2cccc(Cl)c2)c1-c1ccc2c(c1)OCO2,0.033µM*,-1,-6%,-1,3%,0.074µM*,2%
COc1ccc(N(C)S(=O)(=O)c2cccc(C(=O)Nc3ccc(OC)nc3)c2)cc1,?,-2,·,-1,3%,-39%,·
COc1cc(C(=O)NC(=S)Nc2ccccc2N2CCOCC2)cc(OC)c1OC,26%,1,10%,-8,?,?,26%
COc1ccc(NC(=S)N/N=C2/CCCc3c(C)cc(C)cc32)cc1,-5%,2,6%,-15,4%,17%,55%[activator]
CSCCC(C(=O)OCC(=O)c1ccc(C)c(C)c1)N1C(=O)c2ccccc2C1=O (centres undefined),3%,-2,-3%,-9,2%,-2%,1%
C/C(=N/NC(=O)CN1CCN(S(=O)(=O)c2ccc(Br)cc2)CC1)c1cccnc1,?,-1,-9%,12,1%,-4%,12%[2.32 µM]
CC1(C)Cc2cccc(OCC(=O)NCc3ccc(F)cc3)c2O1,?,·,5%,·,·,-23%,-9%[11.6 µM]
O=C(Nc1nccs1)c1ccc(COc2ccccc2Br)o1,·,41*,1%,53*,1%,?,4%
Cc1cc(CN(C)C(=O)c2ccc(OC3CCN(Cc4ccccn4)CC3)cc2)on1,-21%,2,1%,11,1%,-4%,54%[activator]
COc1ccc(N2CCN(C(=O)CCNS(=O)(=O)c3ccccc3)CC2)cc1,10%,0,-24%,-9,2%,3%,5%
COc1cc(NC(=O)COC(=O)/C=C/c2ccc(O)c(OC)c2)cc(OC)c1,23%,0,2%,-2,1%,-8%,-4%
O=C(CSCCN1C(=O)c2ccccc2C1=O)Nc1ccc2ccccc2c1,42%[activator],6,-2%,8,4%,?,-23%
Cc1ccc(C(=O)NCC(=O)OCC(=O)NC(C)c2ccccc2)s1 (centres undefined),20%,-3,3%,9,-5%,54%[activator],7%
Cc1cc(-n2ccnc2)n2c(nc3ccccc32)c1C#N,-47%,-2,-3%,-21,3%,·,3%
CCOc1ccc(OCC)c(-c2c(=O)n(OCc3ccccc3Br)c3ccccc3[n+]2[O-])c1,9.3µM*,8,-11%,-2,2%,?,-6%
COc1cc(CC(=O)Nc2nc(C)cs2)cc(OC)c1OC,-34%[5.75 µM],1,1%,-2,3%,?,-4%
CC(=O)C[C@@H](O)CC(=O)[C@@H]1OC(=O)CC/C=C\Cc2ccccc21,53%[activator],·,1%,·,·,-18%,33%[activator]
O=C(c1ccc(N2CCOCC2)c([N+](=O)[O-])c1)N1CCN(Cc2ccccc2)CC1,?,7,-2%,23,-6%,?,?
COc1ccc(/C=C/C(=O)NCCSCc2ccco2)cc1OC,-19%,1,2%,17,3%,-4%,-3%
CCn1nnnc1NCc1ccc(OCc2ccc(F)cc2Cl)c(OC)c1,?,-3,1%,-4,3%,?,14%
CCOc1ccc(C(=O)NN2CCOCC2)cc1,0%,-2,1%,9,10%,-3%,-3%
c1ccc(Nc2ccccn2)nc1,24%,11,6%,-1,2%,3%,170%[activator]
C#CCO[C@@H]1C[C@H](n2ccc(NC(=O)c3ccccc3)nc2=O)O[C@@H]1CO,19%,1,1%,19,-1%,34%[activator],4%
CC(NC=O)c1nc2ccccc2n1CCc1ccccc1 (centres undefined),?,-1,5%,-18,-6%,0%,-1%
CCCCc1ccc(-c2ccc(Br)cc2)nc1,?,35*,3%,86*,-11%,·,46%[activator]
COC(=O)c1ccc(NC(=O)CSc2ccccc2)cc1,70%[activator],31*,?,64*,-1%,60%[activator],-4%
CCSCCOC(=O)C1=C(C)NC2=C(C(=O)CCC2)C1c1coc2ccccc2c1=O (centres undefined),?,12,-1%,-4,1%,?,?
Cc1nc2nc(-c3cccnc3)[nH]n2c(=O)c1C,24%,-5,-16%,-20,-12%,·,-4%
Cc1cc(OCC(F)(F)C(F)(F)C(F)(F)C(F)(F)C(F)(F)C(F)F)nc(N)n1,-2%,-1,-1%,-12,2%,35%[activator],8%

# (next part)
mol,Pf growth 96h,Cycloheximide cs,TbPYK inhibitor,Shiga toxin inh,LmPK inhibitor,Pf growth 48h,AMA1-RON2 inh
Cc1cc(C)c(-c2noc(C(=O)OC(C)(C)C)c2C(=O)OC(C)(C)C)c(C)c1,?,-2,0%,-5,2%,?,-11%
C#CCCOC(=O)N1C2=NC(C(=O)OC)=C(C(=O)OC)[C@@H]3N(C)c4ccccc4[C@]23C[C@H]1C(=O)OC,?,-2,2%,-6,6%[11.5 µM],?,-3%
Cc1cccc(OCC(=O)OC2CCN(C)CC2)c1,?,-3,-11%,11,-1%,2%,11%
O=C(COC(=O)c1cccc(Br)c1)Nc1cccc2c1C(=O)c1ccccc1C2=O,178%[activator],25*,-1%,31*,-3%,202%[activator],-5%
Cc1ccc(C(=O)CSc2nnc3c4ccccc4nc(Cc4ccccc4)n23)cc1,49%[activator],3,3%,25,1%,4%,-6%
Cc1ccsc1/C=C/c1ccc2cccc(O)c2n1,74%[activator],66*,6%,72*,?,·,57%[activator]
CN(C)c1ccc(/C=N/NC(=O)c2nnn(-c3nonc3N)c2CN(C)c2ccccc2)cc1,44%,-1,1%,-7,-3%,-4%,26%
CCOc1ccc(NC(=O)C(C)SC(N)=O)cc1 (centres undefined),?,-3,1%,-3,1%,30%[activator],15%
CC1=NN(c2ccccc2)C(=O)C1/C=C1/C(=O)NC(=O)N(c2cccc(C)c2)C1=O (centres undefined),76%[activator],-2,·,4,-1%,58%[activator],·
O=C1/C(=C/c2ccc(C(=O)O)cc2)CCC/C1=C\c1ccc(C(=O)O)cc1,1.5µM*,-3,1%,-1,-5%,2.1µM*,4%
COc1cn(-c2ccccc2)nc1C(=O)OCC(=O)Nc1ccc(C)c(C)c1,-3%,·,0%,·,·,7%,-3%
Cc1ccc(C(=O)N/C(=C/c2ccc(-c3ccc(Br)cc3)o2)C(=O)NC2CCS(=O)(=O)C2)cc1 (centres undefined),322%[activator],-2,5%,-7,6%,-15%,-8%
